Screening results as filed in PubChem BioAssay.
Rab9 promoter act: activators of Rab9 promoter. Huh7 Rab9 promoter-luciferase reporter, luminescence, 24 h. Potency, µM (highest dose often 9.22 µM), inactives show top-dose activation, negative = inhibition, hits mostly activators. 320,000 tested, 2.8% active; also: potency is read from the fitted curve at half-maximal effect; % of control where 0% means no effect; nearly all actives have a fitted effect of over 60% in size
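Quantitative HTS format; Huh7 Rab9-luciferase reporter cells (1500/well) receive compound 2 h post-plating, incubate 24 h at 37 °C, then get luciferase reagent for 10 min before luminescence reading.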
FLuc modulator: firefly luciferase modulation, counter-screen for miR-21 project; P08659; purified FLuc, Km substrates, luminescence inhibition; Potency, µM (highest dose often 57.5 µM), inactives show at the highest dose activity change, negative = inhibition, most hits filed as inhibitors; 360,000 tested, 6.9% active; AID 588342;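 also: potency is read from the fitted curve at half-maximal effect; plate controls were vehicle for no effect and reference inhibitor for full effect; nearly all actives have a fitted effect of over 55% in size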
Target sequence (P08659 whole entry, looked up): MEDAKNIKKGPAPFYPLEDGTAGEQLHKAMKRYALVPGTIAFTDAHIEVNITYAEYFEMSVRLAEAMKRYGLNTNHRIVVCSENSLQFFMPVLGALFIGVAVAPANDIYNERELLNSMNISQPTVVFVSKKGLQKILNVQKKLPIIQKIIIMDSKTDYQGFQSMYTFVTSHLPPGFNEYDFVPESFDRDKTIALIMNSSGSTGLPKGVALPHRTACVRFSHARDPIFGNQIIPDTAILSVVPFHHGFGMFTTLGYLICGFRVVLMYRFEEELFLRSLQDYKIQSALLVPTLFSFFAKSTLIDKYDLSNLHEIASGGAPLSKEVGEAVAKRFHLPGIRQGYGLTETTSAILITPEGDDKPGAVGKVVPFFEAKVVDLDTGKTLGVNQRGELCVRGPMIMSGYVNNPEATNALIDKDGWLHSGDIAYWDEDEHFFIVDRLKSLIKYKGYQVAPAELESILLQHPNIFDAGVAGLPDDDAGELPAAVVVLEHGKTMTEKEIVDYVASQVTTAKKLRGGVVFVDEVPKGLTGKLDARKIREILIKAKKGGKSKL
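Purified P. pyralis luciferase, 10 nM final, with Km-level 10 uM D-luciferin and 10 uM ATP in 50 mM Tris acetate pH 7.5, 10 mM Mg acetate, 0.01% Tween-20, 0.05% BSA; 6-point qHTS titration about 60 µM downward; luminescence read.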
ELG1 genotox: induces genotoxicity in HEK293T cells with luciferase-tagged ELG1; HEK293T ELG1-luciferase reporter, luminescence, 16 h; Potency, µM (doses to about 46 µM), for the others: at the top dose activity change, positive = activation, usual class: activators; 330,000 tested, 1.3% active; also: potency is read from the fitted curve at half-maximal effect; % of control where 0% means no effect; nearly all actives have a fitted effect of over 60% in size
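Step 1: seed 2,000 HEK293T ELG1-luciferase cells per well. Step 2: add compound or DMSO, incubate 16 hr at 37 °C. Step 3: ONE-Glo, 30 min at room temperature, read luminescence.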
Giardia killer: Giardia lamblia killing | Giardia lamblia trophozoite viability | activity change, % at 7.66 µM, hits read low | 340,000 tested, 0.15% active | AID 540267; in the data active = activity change below about -80%; inconclusive = between about -30% and that limit;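 also: parasites exposed to compound for two days anaerobically before the ATP read; % is scaled to controls: 0 for no effect and ±100 for the full control effect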
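Anaerobic 48 hrs incubation at 37 deg C of 100 trophozoites/well with test compounds; ATPLite 1-Step luminescence, 15-30 min RT, reports cellular ATP as viability.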
Gal4-VP16 FLuc: counter-screen for ROR gamma inhibitors: Gal4-VP16 reporter; 310,000 tested, 3.5% active; Drosophila S2 Gal4-VP16 UAS-luciferase, luminescence, 20 h; Potency, µM (titrated, usually from 53.6 µM), without a hit: at the top dose activity, negative = inhibition, most hits filed as inhibitors;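 also: Gal4-VP16 expression switched on by copper sulfate through the metallothionein promoter; potency is read from the fitted curve at half-maximal effect; % is scaled to controls: 0 for no effect and ±100 for the full control effect; nearly all actives have a fitted effect of over 50% in size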
Coupling enz: inhibits coupling enzyme system, counter-screen for aldolase hits; coupling enzyme system counterscreen, AmpLite Red fluorescence; activity change, negative = inhibition, % at 58.2 µM, hits read low; 290,000 tested, 0.67% active; in the data active = activity change below about -30%; also: % is scaled to controls: 0 for no effect and ±100 for the full control effect
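Fluorescence at 525 nm excitation and 598 nm emission measured inhibition of the coupled detection system without aldolase. Compounds (at 57.5 uM final) were preincubated 10 min at room temperature with coupling enzyme reagent before a 20 min substrate/AmpLite Red step.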
RORg inh: ROR gamma (mouse) transcription inhibition. AID 2551. 310,000 tested, 5.4% active. Drosophila S2 Gal4-RORgamma UAS-luciferase reporter, 20 h. Potency, µM (highest dose often 53.6 µM), for the others: at the top dose activity change, negative = inhibition, hits mostly inhibitors. P51450; also: potency is read from the fitted curve at half-maximal effect; % is scaled to controls: 0 for no effect and ±100 for the full control effect; nearly all actives have a fitted effect of over 60% in size
Target sequence (P51450 whole entry, looked up, the tested form may be a part): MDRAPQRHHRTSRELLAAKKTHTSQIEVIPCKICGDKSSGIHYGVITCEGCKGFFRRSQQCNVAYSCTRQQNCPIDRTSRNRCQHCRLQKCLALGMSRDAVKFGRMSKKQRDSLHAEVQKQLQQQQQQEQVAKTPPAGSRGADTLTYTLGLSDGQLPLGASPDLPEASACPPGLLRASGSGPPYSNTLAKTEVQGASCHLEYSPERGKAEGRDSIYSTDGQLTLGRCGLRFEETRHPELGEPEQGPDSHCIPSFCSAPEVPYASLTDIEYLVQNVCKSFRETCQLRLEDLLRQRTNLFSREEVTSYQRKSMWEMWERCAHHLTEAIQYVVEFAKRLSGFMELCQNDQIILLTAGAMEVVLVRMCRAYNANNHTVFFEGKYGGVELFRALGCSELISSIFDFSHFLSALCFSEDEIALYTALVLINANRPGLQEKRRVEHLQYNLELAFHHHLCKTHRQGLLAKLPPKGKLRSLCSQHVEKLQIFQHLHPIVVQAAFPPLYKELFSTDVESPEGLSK
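Luminescence from a UAS-regulated Photinus luciferase reporter in stably transfected Drosophila Schneider cells is measured; decreased signal marks ROR gamma inhibition. Fusion expression is induced by 700 uM copper sulfate for 20 hr.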
uPA surface inh: blocks generation of uPA at the cell surface | AID 540303 | 330,000 tested, 0.31% active | cell surface uPA generation assay, qHTS | Potency, µM (highest dose often 38.3 µM), inactives show top-dose activity change, negative = inhibition, most hits filed as inhibitors; active = well fitted inhibition curve with a large enough effect; inconclusive = small, poorly fitted or top-dose-only effect; inactive = no such curve, though single readings can be large or run the other way; tested in mouse RAW 264.7 cells; also: potency is read from the fitted curve at half-maximal effect; % is scaled to controls: 0 for no effect and ±100 for the full control effect; nearly all actives have a fitted effect of over 55% in size
NPC1 promoter act: activators of NPC1 promoter; 320,000 tested, 2.4% active; Huh7 NPC1 promoter luciferase reporter, 24 h; Potency, µM (top dose mostly 9.22 µM), for inactives: at the highest dose activation, hits mostly activators;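 also: potency is read from the fitted curve at half-maximal effect; % of control where 0% means no effect; nearly all actives have a fitted effect of over 60% in size; reporter is driven by a mutant NPC1 promoter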
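Luciferase expression driven by the NPC1 promoter was measured in stably transfected Huh7 cells after a 24 h compound incubation, using a luciferase reagent and a luminescence read.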
Tb PFK block: T. brucei PFK enzyme inhibition; Potency, µM (series often up to 57.5 µM), without a hit: at the highest dose activity, negative = inhibition, most hits filed as inhibitors; T. brucei PFK, ADP-Glo luminescence; 330,000 tested, 0.17% active; O15648;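 also: potency is read from the fitted curve at half-maximal effect; 0% = uninhibited 1x PFK enzyme wells and -100% = no-enzyme wells; nearly all actives have a fitted effect of over 60% in size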
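1.25 nM PFK with 0.5 mM F6P and 0.1 mM ATP in 0.1 M TEA pH 8.0, 5 mM MgCl2, incubated 45 min at room temperature; ADP measured by ADP-Glo luminescence; compounds titrated up to 57 uM.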
KCNH2 3.1 block: inhibitors of human KCNH2 3.1 potassium channel isoform | U2OS KCNH2 3.1, thallium flux FluxOr; stronger effect = lower value | activity change, % (tested at about 1.8 µM) | 340,000 tested, 0.95% active;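 active = maximum activity change below -70%; inconclusive = maximum activity change from -70% to -50%; inactive = maximum activity change above -50%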;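 also: thallium influx rate constant from kinetic fluorescence after stimulation buffer; % is scaled to controls: 0 for no effect and ±100 for the full control effect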
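We transduce U2OS cells with the mutant 3.1 virus, culture them overnight, load FluxOr with Red40 quencher for 45 min, then add stimulation buffer and read kinetically for 2 min to derive a normalized rate constant.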
* = called active by the depositor; ? = inconclusive; / = not tested or not shown; & = joins results of further samples; [ ] = remark or other dose. Unless noted, calls follow the shape of the dose curve; as a rule, active = well fitted curve in the direction sought with a large enough effect; inconclusive = small, poorly fitted or top-dose-only effect, or another doubt; inactive = no such curve, though single readings can be large; an effect the other way counts as inactive or inconclusive.

SMILES	Rab9 promoter act	FLuc modulator	ELG1 genotox	Giardia killer	Gal4-VP16 FLuc	Coupling enz	RORg inh	uPA surface inh	NPC1 promoter act	Tb PFK block	KCNH2 3.1 block
CCNc1nc(NC(C)C)nc(N(n2cnnc2)S(=O)(=O)c2ccc(C)cc2)n1	-7%	2%	0%	13	3%	1	22%[10 µM]	-6%	-2%	1%	3
Cn1cc([N+](=O)[O-])c(C(=O)Nc2ccc(-c3nc4ccccc4o3)cc2)n1	?	?	?	0	-5%	-5	-13%	-7%	?	?	1
O=C(CCl)c1ccc2c(c1)CCN2C(=O)C1CCCCC1	-34%[inhibitor]	-10%	?	25	-24%[10 µM]	2	?	-9%	-15%	-3%	11
O=C(CN1CCCCC1)Nc1ccc(S(=O)(=O)N2CCOCC2)cc1	-6%	-1%	2%	-3	9%	4	-35%	/	1%	3%	-16
CCC(=O)Nc1ccc(S(=O)(=O)NCCc2ccccc2)cc1	-3%	0%	-5%	-16	-5%	1	21%	4%	0%	-8%	-20
COc1ccccc1NC(=O)c1cc2c(CO)cnc(C)c2oc1=Nc1cc(OC)c(OC)c(OC)c1	8%	1%	1%	1	-11%	-1	19%	12%	-2%	-2%	5
Nc1nc2c(s1)C(=O)CC(c1ccccc1)C2 (stereo not given)	-5%	6%	8%	-4	1%	7	12%	3%	1%	3%	-5
CC1SC(C)C(=O)N(CC(=O)Nc2ccc([N+](=O)[O-])cc2)C1=O (stereo not given)	-4%	2%	3%	-3	-8%	-1	14%	4%	-9%	-2%	-10
CCOc1cc(Br)c(CC(=O)NC2CCCCCC2)cc1OCC	-1%	2%	-23%	-1	1%	3	19%	2%	1%	-1%	8
O=C(NCc1cccs1)C1CCC(=O)N(Cc2cccc(C(F)(F)F)c2)C1 (stereo not given)	10%	0%	0%	22	8%	7	20%	0%	-2%	-3%	/
CCN(CC)CCCNC(=O)/C(=C\c1cccn1C)NC(=O)c1cccs1	4%	-2%	-1%	7	-40%	4	19%[10 µM]	-10%	-1%	-8%	-9
COc1cccc(NC(=O)C2C(c3ccccc3)C2(Cl)Cl)c1 (stereo not given)	-1%	-11%	-6%	5	-5%	0	27%	-6%	-4%	-2%	9
O=C(Nc1ccc(F)cc1)c1ccccc1CC[N+](=O)[O-]	6%	0%	-1%	-16	11%	-2	35%	-1%	-3%	1%	-32
COc1cc(OC)c2c(c1)OC(c1ccc(OC)c(OC)c1)C(O)C2=O (stereo not given)	0%	4%	-7%	-22	-8%	9	18%	14%	-2%	2%	6
CCN1CC(CN(C)Cc2nc(-c3ccco3)oc2C)CC1=O (stereo not given)	-3%	-2%	0%	-12	-4%	-3	-1%	3%	1%	1%	-16
Cc1ccc(S(=O)(=O)N2[C@@H](c3ccccc3F)C(C(=O)O)=CC[C@H]2c2cccs2)cc1	-4%	4%	0%	?	/	/	/	-10%	-3%	-6%	8
Cn1cnnc1Sc1cc(N2CCN(S(=O)(=O)c3ccc(Cl)c(Cl)c3)CC2)ccc1[N+](=O)[O-]	-4%	-2%	0%	19	27%	0	-2%	-13%	-1%	-2%	-27
Cc1cc(NC(=O)CN2CCN(c3ccccn3)CC2)ccc1Br	3%	-1%	-4%	4	0%	0	30%	-3%	-1%	0%	-2
Cn1c(=O)c2c(nc(CN3CCN(C(c4ccccc4)c4ccccc4)CC3)n2CCCO)n(C)c1=O	6%	2%	-6%	-11	-4%	2	?	0%	-6%	-16%	2
CS(=O)(=O)N1CC2CCCN2c2cc(C(F)(F)F)ccc21 (stereo not given)	4%	1%	2%	-14	-8%	-6	8%	-1%	-9%	1%	8
O=C(NCCCNC(=O)c1ccccc1Cl)c1cnccn1	2%	1%	1%	2	-10%	1	-21%	-1%	-1%	1%	6
CN(CCOC(=O)c1ccc2c(c1)OCCO2)Cc1ccccc1	0%	?	3%	-11	28%	2	6%	0%	4%	-4%	16
N#Cc1c(NC(=O)CSc2nnc(-c3ccncc3)n2CC2CCCO2)sc2c1CCCC2 (stereo not given)	-4%	?	-2%	-9	-3%	10	27%	-1%	13%	-6%	6
Cc1ccc([N+](=O)[O-])c(C(=O)N/N=C/c2cccnc2)c1	0%	-10%	-5%	6	-25%	2	-21%	-4%	2%	-7%	-4
COC(=O)c1cc(S(=O)(=O)NCc2cc(OC)c(OC)c(OC)c2)cn1C	-8%	0%	-2%	19	-3%	1	2%	-6%	-4%	0%	-1

(further entries)
SMILES	Rab9 promoter act	FLuc modulator	ELG1 genotox	Giardia killer	Gal4-VP16 FLuc	Coupling enz	RORg inh	uPA surface inh	NPC1 promoter act	Tb PFK block	KCNH2 3.1 block
CC(C)C(OC(=O)c1ccc(Cl)nc1)C(=O)NC1CCCCC1 (stereo not given)	1%	2%	3%	-11	-22%	0	-25%	6%	0%	0%	-2
NC1=NC(=O)C(CC(=O)Nc2ccc3c(c2)OCO3)S1 (stereo not given)	-21%	3%	-6%	2	-16%	-8	30%	-3%	-5%	?	55
COc1ccc(C(=O)Nc2ccc([N+](=O)[O-])cn2)cc1OC	21%	-11%	-1%	-4	4%	3	?	3%	4%	12%	1
CCC(C(=O)NCc1ccco1)N(C(=O)CNS(=O)(=O)c1ccc(C)cc1)c1ccccc1OC (stereo not given)	20%	2%	0%	11	1%	4	15%	3%	2%	-1%	/
CCN(CC)CCC(O)(c1ccccc1)C1CCCCC1 (stereo not given)	-4%	3%	-3%	-3	-1%	0	11%	2%	-3%	2%	-1
Cc1cc(C)cc(NC(=O)COC(=O)c2ccc3c(c2)OCCO3)c1	1%	7%	0%	4	/	/	/	4%	-1%	0%	-6
COc1ccc(-c2onc(C)c2-c2ccc(C(=O)OC(C)C)o2)c(O)c1	-1%	?	-21%	11	-30%	-1	14%	1%	2%	-9%	8
CCN(CC)C(=S)NC(=O)c1ccc(OC)c(Br)c1	-9%	1%	-4%	5	0.5µM*	3	0.35µM*	6%	-2%	-7%	2
O=C(O)CN1C(=O)COc2ccc(S(=O)(=O)N3CCCCCC3)cc21	3%	2%	0%	8	-4%	4	2%	8%	3%	1%	-8
CSc1cc(C)n(-c2ccccc2)c(=S)c1C(C)=O	-1%	1%	-1%	6	3%	-7	3%	-4%	0%	-3%	7
COC(=O)[C@H]1C[C@@H]1[C@H](NS(=O)(=O)c1ccc2ccccc2c1)c1ccccc1	2%	4%	-1%	-7	5%&-4%	1&4	40%&29%	7%	-4%	0%	-12
O=C1CCCC/C1=N\Nc1ccc(OCc2ccccc2)cc1	?	-17%	2%	5	4%	1	?	2%	24%	-1%	-5
CO/N=C/NC(=O)c1c(OC)ccnc1Oc1ccccc1	7%	-1%	-3%	24	4%	-3	-9%	-9%	0%	-14%	13
O=C(NCCCN1CCN(c2ccccc2F)CC1)C1CC(=O)N(C2CCCC2)C1 (stereo not given)	-10%	6%	1%	-22	-2%	4	-3%	-17%	1%	1%	3
Cn1c(CCN2CCOCC2)nc2cc(NS(=O)(=O)c3ccccc3)ccc21	-4%	-1%	-5%	-4	-3%	4	6%	-5%	-1%	2%	-3
CC1CCN(CC(=O)Nc2cc(C(F)(F)F)ccc2Cl)CC1	-9%	-6%	1%	-17	-12%	0	?	3%	0%	-3%	10
Cc1cc(Cl)ccc1OCCCC(=O)NCCc1nnc2ccccn12	5%	?	2%	-9	-3%	-1	21%	-2%	1%	12%	1
COCCOC(=O)C1=C(C)Nc2nc(C)nn2C1c1ccc(F)cc1 (stereo not given)	-34%[inhibitor]	-1%	-7%	-4&6	-9%	4	23%	2%&4%	-5%	19%	-5&4
COc1ccc(-c2nc(SCC(=O)Nc3cccc(S(N)(=O)=O)c3)n[nH]2)cc1	25%	1.7µM*	12%	-26	/	/	/	-13%	23%	0%	1
S=c1nc(-c2cc(Cl)cc(Cl)c2)[nH][nH]1	-3%	-1%	0%	-2	-13%	6	?	3%	-1%	3%	1
O=C(CSc1nnc(Cn2nnc3ccccc32)o1)Nc1cccc(Cl)c1	-2%	-9%	1%	-2	-7%	-1	-13%	6%	2%	4%	-5
O=C(COC(=O)c1ccc(Cl)nc1)Nc1cccnc1Cl	-4%	3%	0%	-6	/	/	/	1%	-1%	0%	5
Cc1cc(-c2ccc(S(=O)(=O)N(C)c3ccc(C)c(C)c3)s2)on1	-19%	0%	-6%	18	-7%	/	13%	?	-37%[inhibitor]	1%	0
CCCN1CCC(NC(=O)Nc2ccccc2C(=O)OC)CC1	-1%	3%	0%	1	25%	2	-13%	/	2%	2%	-17
COc1ccc(/C=C2\N=C3CCCCCN3C2=O)cc1	-2%	15µM*	?	10	?	1	29%	4%	-1%	4%	20
COc1ccccc1CNC(=O)COC(=O)c1ccccc1-c1ccccc1	-2%	0%	-8%	2	/	/	/	-5%	6%	-3%	0
CCOC(=O)CSc1nc2c(sc(=S)n2-c2ccccc2OC)c(=O)n1Cc1ccco1	3%	0%	-3%	2	8%	1	-8%	/	0%	4%	-2
